# NR1D1 modulator = modulates human Rev-erb alpha binding to DNA | activity, % at 10 µM | actives 0.79% (n = 370,000) | Rev-erbα–FITC-DNA binding, fluorescence polarization, 90 min | AID 1259318;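 active = activity above about 14%, limit read from the data; passing the limit was not always enough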;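 note: 0% = DMSO wells with 35 nM protein and 100% = DMSO wells with 750 nM protein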
# Target sequence (P20393 whole entry, looked up): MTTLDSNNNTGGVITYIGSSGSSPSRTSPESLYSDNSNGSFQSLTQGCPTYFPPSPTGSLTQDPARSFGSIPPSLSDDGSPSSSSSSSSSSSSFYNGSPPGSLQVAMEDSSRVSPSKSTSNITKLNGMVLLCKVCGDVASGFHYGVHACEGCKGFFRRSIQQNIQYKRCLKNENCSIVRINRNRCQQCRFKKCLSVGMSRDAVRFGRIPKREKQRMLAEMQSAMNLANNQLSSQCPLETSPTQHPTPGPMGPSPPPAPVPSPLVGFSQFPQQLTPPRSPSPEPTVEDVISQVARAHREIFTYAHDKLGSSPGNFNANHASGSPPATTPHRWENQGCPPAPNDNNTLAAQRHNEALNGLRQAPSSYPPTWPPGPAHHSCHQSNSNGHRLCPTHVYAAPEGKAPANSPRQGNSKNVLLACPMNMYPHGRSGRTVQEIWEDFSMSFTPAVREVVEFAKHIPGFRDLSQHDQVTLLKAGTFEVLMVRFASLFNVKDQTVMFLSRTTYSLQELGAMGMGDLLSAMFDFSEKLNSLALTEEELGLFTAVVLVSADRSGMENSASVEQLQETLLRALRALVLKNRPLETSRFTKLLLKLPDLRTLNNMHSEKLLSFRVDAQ
# DAX1 inh-1 = inhibitors of human orphan nuclear receptor DAX1 (NR0B1). P51843. HEK293 Gal4-DAX1 luciferase reporter, luminescence. actives 0.99% (n = 340,000). inhibition, % at 6.75 µM. AID 504766;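 active = inhibition above the mean over all tested compounds plus 3 SD, cut at about 4.2% in these data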;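 note: 0% = DAX1-transfected cells with DMSO and 100% = empty-vector control cells with DMSO; inhibition shows as a rise in luminescence from relieved DAX1 repression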
# Target sequence (P51843 207-470 limits assumed): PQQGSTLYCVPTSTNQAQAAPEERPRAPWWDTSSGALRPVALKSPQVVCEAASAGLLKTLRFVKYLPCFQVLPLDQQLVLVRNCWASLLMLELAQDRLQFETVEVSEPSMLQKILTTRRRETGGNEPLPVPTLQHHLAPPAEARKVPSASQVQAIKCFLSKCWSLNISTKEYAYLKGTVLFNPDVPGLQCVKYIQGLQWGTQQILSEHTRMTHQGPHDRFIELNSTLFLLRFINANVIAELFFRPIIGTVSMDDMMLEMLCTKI
# PG9 binder = binds the HIV-1 gp120 antibody PG9; TR-FRET gp120-PG9 antibody binding; inhibition, % at 6.7 µM; actives 0.43% (n = 360,000); in the data active = inhibition above about 8.5%
# hgDAF12 agonist = activates the H. glycines DAF-12 receptor ligand-binding domain; HEK293 GAL4-hgDAF12 UAS-luciferase reporter, agonist luminescence; normalized to butyrate control; actives 1.8% (n = 370,000); AID 687014; activation, % at 6.8 µM;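 active = activation above a cutoff set at the mean of all screened compounds plus 3 SD, cut at about 10% in these data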;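 note: 0% = DMSO wells and 100% = sodium butyrate wells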
# sPLA2-III inh = Inhibits HGIII-sPLA2 liposome hydrolysis, primary screen. Q9NZ20. QFRET BODIPY PC-A2 liposome hydrolysis, fluorescence. inhibition, % at 12.2 µM. actives 0.56% (n = 370,000);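 active = inhibition above mean plus 3 SD of compounds lying within the high and low control bounds, cut at about 19% in these data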;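 note: 0% = median of test compound wells and 100% = no enzyme DMSO wells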
# PLC-beta3 inh = PLC-beta3 (human) inhibition, primary screen | Q01970 | Purified PLC-beta3, fluorogenic substrate, fluorescence | inhibition, % at 12.2 µM | actives 0.18% (n = 370,000) | AID 720704; in the data active = inhibition above about 11%;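 note: 0% = median of compound wells on plate and 100% = full blocker control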
# FXN GAA850 act = increases GAA850 frataxin promoter reporter activity; actives 0.56% (n = 360,000); HEK293 lucGAA850 FXN promoter luciferase reporter, 24 h; percent of 10 µM SAHA response; activation, % at 6 µM; AID 540364;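 active = activation above the average of all compounds screened plus 3 SD, cutoff fixed separately per campaign, cut at about 7.5% in these data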;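 note: 0% = DMSO wells and 100% = 10 µM SAHA wells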
# DAX1 inh-2 = inhibitors of DAX1 repression of SF-1 activated StAR promoter. HEK293T StAR-luciferase reporter, SF-1/DAX-1 repression relief. actives 1.1% (n = 370,000). AID 652010. inhibition, % at 6.8 µM;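 active = inhibition above the mean over all tested compounds plus 3 SD, cut at about 3.6% in these data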;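 note: 0% = DAX-1 cells with DMSO and 100% = cells lacking DAX-1 with DMSO; higher inhibition means more luminescence from relief of DAX-1 repression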
# hcDAF-12 act = activates DAF-12 receptor from parasite H. contortus. HEK293 hcDAF-12 lit1-tk-luc reporter, luminescence; 0% DMSO, 100% Δ7-dafachronic acid. AID 652067. actives 1.4% (n = 370,000). activation, % at 6.8 µM;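 active = activation above the mean of all tested compounds plus 3 SD, cut at about 5.5% in these data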;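 note: 100% = response to 3 µM Δ7-dafachronic acid high control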
# ssDAF-12 act = activates DAF-12 receptor from parasite S. stercoralis; activation, % at 6.8 µM; HEK293 ssDAF-12/GRIP1 lit1-tk-luc reporter, luminescence; % of 3 µM dafachronic acid response; AID 652126; actives 1% (n = 370,000);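 active = activation above the mean over all tested compounds plus 3 SD, cut at about 0.9% in these data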;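 note: 0% = DMSO-only wells and 100% = 3 µM delta7-dafachronic acid wells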
# SMARCA2 activ = activators of SMARCA2 function | MG213 cells, MMTV-luciferase reporter, dexamethasone, overnight | activation, % at 9.1 µM | actives 1% (n = 370,000); in the data active = activation above about 7.8%;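 note: 0% = vehicle wells and 100% = reference activator wells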
# Numbers without * were called inactive; . = no result given. Hits appear at their usual frequency; overall some 7% were active at least once.
SMILES,NR1D1 modulator,DAX1 inh-1,PG9 binder,hgDAF12 agonist,sPLA2-III inh,PLC-beta3 inh,FXN GAA850 act,DAX1 inh-2,hcDAF-12 act,ssDAF-12 act,SMARCA2 activ
O=C(CO)N/N=C/c1c2ccccc2cc2ccccc12,3,0.5,-13,-0.4,5,-22,1.8,0.2,0.3,-0.6,-2
COc1ccc(NS(=O)(=O)c2ccc(N3CCN(CCO)CC3)c([N+](=O)[O-])c2)cc1,1,-1.4,-2.0,-6.3,1,-3,-1.6,-7.4,-2.4,-1.7,-5
Cc1ccc2c(c1)C1CS(=O)(=O)N(Cc3ccccc3)CN1C2 (stereo unspecified),2,.,.,4.5,0,-11,.,0.7,-1.5,-0.9,-3
COc1ccc(OC)c(Cc2nnc(CCC(=O)NC3CCCCC3)o2)c1,3,1.1,-0.1,2.4,0,-7,0.7,0.9,1.8,-0.9,0
CCOc1ccc(CC(=O)Nc2c(C(N)=O)oc3ccccc23)cc1OCC,-5,-1.2,0.9,1.4,-6,3,0.5,-0.5,-0.1,-1.1,1
CN(c1ccccc1)S(=O)(=O)c1ccc(C(=O)N2CCCC2)cc1,-1,0.3,-0.7,-1.1,-4,-2,1.3,1.6,-0.3,-1.2,0
CC(=O)c1sc2nc(CSc3nncn3C)[nH]c(=O)c2c1C,7,2.0,-1.0,-1.9,-3,-12,0.0,-1.0,-1.4,-1.2,4
COc1cccc(NC(=O)CSc2nc3c(sc4ccccc43)c(=O)n2CCCN2CCCC2)c1,6,0.4,2.0,4.0,-11,-23,2.5,0.3,-0.1,-0.9,3
Cc1nc(Cl)c(C(=O)NC(=O)NCc2ccccc2)c(C)c1Cl,1,1.4,0.0,-4.5,4,2,4.2,0.5,-0.9,-1.4,-3
CCn1c(=O)c(C(=O)NCc2ccccn2)c(O)c2ccccc21,-2,-0.1,2.9,-1.2,-14,-1,0.3,0.1,1.4,-1.1,2
CC1=C(OC(=O)c2ccccc2)C(C)(C)C(c2ccccc2)OC1=O (stereo unspecified),-3,0.9,0.8,-0.6,1,-2,2.7,-1.0,-1.9,-0.9,1
COc1cccc(NC(=O)C2(C)CCN2C(=O)CC2CC2)c1 (stereo unspecified),-11,.,2.1,4.8,8,0,-1.1,0.8,4.5,-1.1,2
O=C(Nc1cccc(C(F)(F)F)c1)c1cccnc1N1CCCC1,-2,-1.3,0.6,-0.4,0,-6,1.1,0.1,-0.7,-1.3,1
CCN(Cc1ccccc1)C(=O)c1ccc(NC(=O)c2ccc(OC)cc2)cc1,-3,-1.0,1.0,-2.1,-4,-10,0.9,-2.6,-4.7,-0.4,-3
COc1cc2c(cc1OC)CN(C(=O)CSc1nnc3scc(-c4ccccc4)n13)CC2,-4,-1.2,-0.7,2.0,3,-75,0.8,-1.4,-1.8,-1.2,1
Cc1c(NC(=O)c2ccc([N+](=O)[O-])o2)cccc1-c1nc2ncccc2o1,-3,-0.5,-0.4,2.5,4,-8,1.5,-1.1,-0.4,-1.3,-2
CC(C)COc1ccc(-c2nn(-c3ccccc3)cc2C(=O)Nc2nccs2)cc1,4,-1.2,2.5,0.3,-13,0,1.4,-0.6,0.6,-1.9,-3
COc1cc(C(=O)N2CCC(n3c(C)nc4cc(F)ccc43)CC2)cc(OC)c1OC,4,-1.0,-2.7,0.1,1,2,2.3,-0.5,-1.8,-0.6,1
Cc1nnc(C)n1/N=C/c1ccccn1,-1,0.6,1.5,1.6,1,3,0.9,-0.3,1.3,-1.3,0
NC(=O)CC(NC(=O)Cc1cccc2ccccc12)c1ccc(NC2CCCC2)c([N+](=O)[O-])c1 (stereo unspecified),-2,-0.1,1.8,-0.5,9,-2,-1.1,0.6,2.6,-1.1,0
O=S(=O)(c1cccs1)N1CN(CC2CCCO2)c2nc3ccccc3nc21 (stereo unspecified),-3,-0.1,-0.2,-0.2,5,-43,3.2,0.7,-1.7,-1.2,0
COc1ccc(-n2c(COc3ccccc3)nnc2SCc2ccc(C#N)cc2)cc1,0,-1.1,0.6,-3.2,-21,0,-1.6,-0.4,-0.8,-1.4,-2
COc1ccc2[nH]c(=O)c(CN(Cc3cccs3)S(=O)(=O)c3c(C)ccc4nsnc34)cc2c1,11,-1.5,-0.8,-4.5,4,-1,-4.8,-0.6,0.4,-1.4,-1
CN(C(=O)c1ccc(NC(=O)Cc2ccc(NC(=O)C3CCN(C(=O)C4CC4)CC3)cc2)cc1)C1CCCC1,-1,0.0,-0.6,-1.9,-7,2,0.1,-0.6,-0.8,-0.5,-2
Nc1[nH]c(=S)[nH]c(=O)c1-c1ccccc1,-3,0.6,2.8,0.0,0,-1,-1.6,0.3,-0.2,-0.7,-3
CC(C)c1ccc(OCC(=O)Nc2ccccc2C(=O)N2CCOCC2)cc1,-2,-0.4,0.5,-0.5,0,-5,-1.2,-0.2,-3.3,-1.6,0
Cc1oc(-c2ccccc2F)nc1CS(=O)(=O)CC(=O)N1CCOCC1,-6,-0.4,-1.2,-0.5,-2,-1,0.3,-0.2,-1.0,-0.8,-1
CCCCCN(C(=O)CCC(=O)OCCOc1ccc(OCC)cc1)c1c(N)n(CCCC)c(=O)[nH]c1=O,-2,-0.3,-0.7,0.6,-3,-2,-1.5,-1.1,-1.5,-0.4,3
COc1ccccc1NC(=O)N(C)C[C@@H]1OCc2cnnn2CCCC(=O)N([C@@H](C)CO)C[C@@H]1C,1,3.1,-1.9,3.8,4,3,-1.4,2.1,-2.3,-0.7,-1
Cc1ccc(C=Nc2ccc(N(C)C)cc2)o1,-2,3.1,-50,-4.7,4,-8,-4.3,-1.4,1.0,-1.1,-4
COc1cc(NC(=O)OCc2ccccc2)c2ncccc2c1,-1,-0.3,0.8,2.1,-3,-11,0.5,-0.8,0.6,-0.8,-6
C[C@H](CO)N1C[C@H](C)[C@@H](CN(C)C(=O)Nc2cccc(F)c2)OCc2cn(nn2)CCCC1=O,-1,.,1.0,2.6,6,2,.,-1.1,-0.5,-1.0,-3
Nc1cccc(-c2nc3ncccc3o2)c1,7,1.6,0.0,0.3,5,-147,1.0,0.2,0.5,-0.6,5
COc1ccccc1S(=O)(=O)Nc1cc(C)nn1-c1ccc(C)cc1,6,-0.6,1.0,0.5,-1,-14,0.7,0.6,2.5,0.8,0
Cc1ccccc1N1C(=O)N(c2cccc(C(F)(F)F)c2)C2CS(=O)(=O)CC21 (stereo unspecified),0,-0.1,-0.1,-2.2,2,3,0.7,0.4,-2.1,-1.3,2
N/C(=N\O)c1ccc(Cl)cc1Cl,2,-0.2,-2.6,-3.3,3,-7,0.0,0.4,-0.5,-1.6,6
Cc1ccc(S(=O)(=O)N2CCC(C(=O)OCC(=O)NCc3cccc(Cl)c3)CC2)cc1C,-4,-0.3,1.5,0.3,-19,-2,0.4,0.8,-0.5,-0.8,-1
O=C(CCSc1ccccc1)NCCN1CCOCC1,-1,2.0,-0.3,6.7,-2,2,1.6,-0.1,0.5,-1.0,0
CCOc1ccc(N(CC(=O)NC(C)(C)C)S(=O)(=O)c2c(C)noc2C)cc1,1,6.8*,-0.3,1.1,1,0,-2.4,-0.5,-0.1,-0.9,0
CCC(NC(=O)c1ccccc1Br)c1ccccc1 (stereo unspecified),-7,0.0,-0.7,3.7,5,1,1.1,-0.3,-0.5,-0.8,-5
N#Cc1ccc(OC[C@@H](O)CN2CCC(C(O)(c3ccccc3)c3ccccc3)CC2)cc1F,2,.,.,-1.2,-28,-1,.,1.4,-1.8,-1.1,-3
Cn1c(=O)cc(Nc2ccccc2)[nH]c1=O,1,0.7,-0.4,-0.9,-3,-8,1.2,0.1,-0.2,-0.7,-1
CCc1ccc(C2CC3C(CN2S(=O)(=O)c2ccc(C)cc2)[C@@H](O)C[C@@H](c2ccc(CC)cc2)N3S(=O)(=O)c2ccc(C)cc2)cc1 (stereo partly specified),-2,.,-3.0,0.3,-4,8,.,-0.3,-0.7,-1.3,-3
Cc1ccc(NC(=O)c2cc(N3C(=O)C=CC3=O)ccc2N2CCOCC2)cc1Cl,4,-1.1,-0.2,0.7,5,-132,4.1,0.2,0.4,-0.3,0
O=C(N/N=C\c1ccc(F)cc1)c1cc(OCC(F)(F)F)ccc1OCC(F)(F)F,2,2.3,-1.6,-0.5,-8,-1,-2.1,-0.1,-1.6,-0.9,0
CSc1cccc(NC(=O)C2CCCN(S(C)(=O)=O)C2)c1 (stereo unspecified),-3,-0.6,-0.9,0.5,0,1,0.5,0.4,-0.9,-1.4,0
CCCc1cc(=O)oc2cc(OC(C)C(=O)NC3CC(C)(C)NC(C)(C)C3)ccc12 (stereo unspecified),2,0.8,-0.4,-2.0,2,-32,-1.3,-0.5,0.6,-0.8,-1
CC(C)CC(NC(=O)C1CCC(C)CC1)C(=O)NCCN1CCOCC1 (stereo unspecified),-2,3.1,-0.9,0.5,-4,-3,-1.2,-0.1,-0.4,-0.8,-2
CCCn1c(C)cc(C(=O)COC(=O)c2ccc[nH]c2=O)c1C,-2,-1.6,-1.2,-8.0,2,4,-7.8,-1.1,-4.0,-2.0,-6
CCOC(=O)C1CCN(C(=O)CCCn2nc(C)c3c(C)n(-c4ccc(C)cc4)nc3c2=O)CC1,-10,-1.3,-1.9,1.0,-3,-2,-0.9,-0.6,-1.3,-1.5,-1
CCN(CC)CCNC(=O)c1cc2cc(Br)ccc2s1,1,1.2,0.1,3.7,-2,-6,1.4,0.2,0.6,-1.9,4
C[C@@H](N)P(=O)(O)C[C@H](Cc1ccccc1)C(=O)O,4,.,.,0.1,9,-2,.,-0.1,-1.1,-0.6,2
CCOC(=O)C1CCN(c2cc(=O)n(-c3ccc(OC)cc3)c(=O)[nH]2)CC1,-3,2.3,-0.2,-1.7,-4,2,-0.5,0.9,1.4,-1.3,-1
CN(C)S(=O)(=O)c1cccc(C(=O)N(Cc2ccc(F)cc2)Cc2ccco2)c1,1,-1.3,-0.2,-3.1,-11,2,-3.2,-0.3,-2.8,-1.3,0
CCOC(=O)CNC(=O)CCc1nnc2ccc(N3CCC(C)CC3)nn12,-1,-0.5,-0.9,0.1,0,-7,0.5,0.1,-1.8,-1.0,1
COc1ccc(C(=O)NCc2nnc(SCC(=O)N3CCOCC3)o2)cc1OC,1,-2.7,-0.7,-1.7,14,-2,0.5,-0.3,-0.4,-1.1,-1
C[C@H]1COC(=O)[C@H](CC(=O)OC(C)(C)C)C/C=C\C[C@@H](CC(=O)N(CCO)Cc2ccccc2)C(=O)N1,0,0.7,0.4,-3.1,4,5,0.2,-0.2,-1.3,-1.0,0

# Copied from the list:
# `Cc1c(NC(=O)c2ccc([N+](=O)[O-])o2)cccc1-c1nc2ncccc2o1` – DAX1 inh-2: -1.1
# `C[C@H](CO)N1C[C@H](C)[C@@H](CN(C)C(=O)Nc2cccc(F)c2)OCc2cn(nn2)CCCC1=O` – PG9 binder: 1.0
